M1AAP inhibition: P. falciparum M1AAP inhibitors, biochemical, fluorogenic H-Leu-NHMec substrate, 1536-well (AID 1445). recombinant M1AAP, H-Leu-NHMec fluorogenic kinetic assay; higher % means a stronger effect. inhibition, % at 30 µM; hits with a dose series show IC50 in µM. hit rate 0.42% among 220,000;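 active = primary inhibition above the hit cutoff, then over 50% inhibition at one or more dose response concentrations, cut at about 23% in these data, passing the limit was not always enough; inconclusive = conflicting primary data, or primary hits not chosen for dose response; inactive = low primary inhibition, or under 50% at every dose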;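 note: plate controls were DMSO full reaction for no effect and no enzyme background for full effect; strong numbers were not always called active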
Autophagy HCS: autophagy modulation, high-content screen; MEF GFP-LC3 puncta imaging; test concentration mostly 10 µM; calls only at 10 µM (by protocol); hit rate 0.98% among 190,000;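 active = percentage of spot-positive cells more than 3 SD above its plate mean, without a fluorescence outlier flag or 80% toxicity; inconclusive = no clear call, values can overlap the other calls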;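 note: spot-positive cell cutoff set from DMSO-treated cells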
Hep lipid drop: hepatic lipid droplet formation modulation | AML12 mouse hepatocytes, oleate lipid droplets, BODIPY imaging | inhibition, % at 6.5 µM | hit rate 0.4% among 240,000 | AID 1656;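 active = lipid droplet intensity inhibited by at least 50%, with more than 500 cells counted; inconclusive = wells with under 300 cells, treated as cytotoxic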
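Test system: AML12 mouse liver cells; schedule: overnight exposure; technique: high-content imaging of BODIPY-stained droplets and DAPI nuclei; read-out: % inhibition of corrected integrated BODIPY droplet signal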
Insulin prom up: MIN6 insulin promoter up-regulation; z-score at 5 µM; MIN6 insulin promoter-GFP reporter, high-content imaging; stronger effect = higher value; AID 1625; hit rate 0.3% among 190,000;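 active = z-score above 3 at 5 µM with at least 500 cells counted in the well; inconclusive = wells under 500 cells, flagged as cytotoxic or low count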
Yfh1-off respiration: mitochondrial function rescue without frataxin homolog – Friedreich's ataxia, plus single-dose screen, dose response (AID 1465); S. cerevisiae Yfh1-off respiration, WST-1 reduction, 72 h; higher fold induction means a stronger effect; fold induction at 50 µM; hits with a dose series show EC50 in µM; hit rate 0.074% among 220,000;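 active = fold induction of absorbance versus untreated yeast above a set limit, then at least 30% activation at any dose in follow-up; inconclusive = repeats straddling the limit, or above it without dose testing; inactive = fold induction below the set limit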;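 note: activators that raise dye reduction in frataxin-depleted yeast; strong numbers were not always called active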
M17LAP inhibition: P. falciparum M17LAP inhibitors, primary screen, biochemical, fluorogenic H-Leu-NHMec substrate, 1536-well (AID 1619); recombinant M17LAP, H-Leu-NHMec fluorogenic kinetic assay; higher % means a stronger effect; inhibition, % at 30 µM; hits with a dose series show IC50 in µM; hit rate 0.38% among 220,000;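 active = compound inhibiting the enzyme by more than half at any dose during confirmatory dose-response retesting; inconclusive = strong single-dose inhibitors picked by rank but not retested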;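 note: plate controls were full reaction with DMSO carrier for no effect and no enzyme background for full effect; strong numbers were not always called active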
MT stabilizer: microtubule stabilizers in HeLa cells; HeLa tubulin immunostaining HCS, 24 h; share of cells brighter than vehicle mean+2SD; % tubulin-high responders, % at 10 µM; hit rate 0.83% among 200,000; AID 2205;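 active = plate Z-score above 3 for both tubulin-high and condensed-nucleus cell shares, with cell loss under 80%, at 10 µM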;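 note: anti alpha tubulin signal scored within the nucleus-defined area of each cell; some results filed as inactive read as strong as hits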
Dynein cargo inh: blocks dynein driven cargo transport along microtubules | 3617.4 mouse cells, GR-EGFP nuclear translocation imaging; test concentration mostly 20 µM; stimulated with dexamethasone, 1 µM; stronger effect = lower value | z-score, hits read low | hit rate 0.47% among 220,000;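 active = plate z-score of nuclear minus cytoplasmic receptor signal below a set negative limit, without overly bright fluorescence or cell loss, cut at about -3.5 in these data, passing the limit was not always enough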;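 note: z-score of nuclear minus cytoplasmic ring GR-EGFP intensity difference per well; some compounds called inactive have numbers as strong as hits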
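Buffer or medium – tet-free medium with charcoal-stripped serum · Signal – automated 10x imaging of fixed Hoechst-stained cells · Also added – dexamethasone agonist, 1.0 µM final, for 30 min · Incubation – induction 48 h, compound 1 h, agonist 30 min · Read-out – GR-EGFP nuclear translocation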
ER stress rescue: protection against thapsigargin-triggered cell killing – 384-well, CSM14.1, ATP luminescence, primary screen (AID 1222). CSM14.1 thapsigargin-induced death rescue, ATP luminescence; higher % means a stronger effect. one-dose cellular ATP content (survival), % at 20 µM; EC50 in µM for titrated hits. 190,000 tested, under 10 active;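 active = EC50 below 50 µM in the dose-response confirmation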;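 note: death triggered by thapsigargin at about 15 µM added after 2 h compound pretreatment; cell ATP read after overnight thapsigargin exposure of roughly 18 to 22 hours; normalized against plate controls of thapsigargin alone and 5% DMSO vehicle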
Dynein cargo inh cytoplasmic EGFP: recorded beside Dynein cargo inh, whose call it bears; z-score; measured here: cytoplasmic GR-EGFP intensity; stronger effect = higher value
Dynein cargo inh nuclear GR-EGFP: further read-out of Dynein cargo inh, marked with its call; z-score; measured here: nuclear GR-EGFP intensity;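 lower value marks the stronger effect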
Dynein cargo inh cell count: further read-out of Dynein cargo inh, marked with its call; z-score; measured here: cell count per field
Insulin prom up cell count: also measured in Insulin prom up; calls as there; cell count; measured here: cytotoxicity, nuclei count;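 total cells summed across four imaged fields per well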
Hep lipid drop cells 6.5 µM: recorded beside Hep lipid drop, whose call it bears; cell count; measured here: cell count, cytotoxicity flag;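 cells counted across two imaged fields per well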
MT stabilizer Hoechst-high %: recorded beside MT stabilizer, whose call it bears; % Hoechst-high responders; measured here: nuclear condensation Hoechst responders;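 share of cells brighter than vehicle mean plus two SD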
MT stabilizer cytotoxicity %: further read-out of MT stabilizer, marked with its call; toxicity, %; measured here: cytotoxicity by cell density;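 0% = mean cell density of plate MIN control wells and 100% = no cells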
Autophagy HCS cell loss 18 h: recorded beside Autophagy HCS, whose call it bears; toxicity, %; measured here: cell loss, nuclei count;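 cell loss after 18 h compound exposure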
Active calls of the source: *; i = inactive; ? = inconclusive; . = not tested or not shown.

SMILES	M1AAP inhibition	Autophagy HCS	Autophagy HCS cell loss 18 h	Hep lipid drop	Hep lipid drop cells 6.5 µM	Insulin prom up	Insulin prom up cell count	Yfh1-off respiration	M17LAP inhibition	MT stabilizer	MT stabilizer Hoechst-high %	MT stabilizer cytotoxicity %	Dynein cargo inh	Dynein cargo inh cytoplasmic EGFP	Dynein cargo inh nuclear GR-EGFP	Dynein cargo inh cell count	ER stress rescue
O=C1CCCN1C(=O)CCC(=O)N1CCCC1=O	9.6%	i	1.1	.	.	-0.36	851	i	-14.2%	2.8	2.4	10.9	-0.0496	-0.275	0.166	0.659	0.4%
CCc1ccc(C2N3CC4([N+](=O)[O-])CN2CC([N+](=O)[O-])(C3)C4(C)C)cc1 (centres undefined)	1.3%	i	0.3	1.0	539	0.12	2215	i	-1.2%	8.7	1.8	9.5	-0.236	-0.242	-0.114	0.105	-0.5%
Nc1cccnc1Oc1ccc(F)cc1F	4.6%	.	.	5.9	694	-0.57	1307	i	0.6%	.	.	.	-0.345	-0.281	-0.299	0.649	.
O=C(c1ccc(-n2cccc2)cc1)N1CCN(Cc2ccccc2)CC1	2.1%	i	-4.7	.	.	.	.	i	3.8%	2.5	1.8	8.2	-0.61	-0.244	-0.652	0.85	3.2%
O=C(O)c1ccc(S(=O)(=O)NC2CCCc3ccccc32)cc1 (centres undefined)	-1.4%	i	1.9	.	.	-0.08	1536	i	14.8%	1.3	2.5	10.0	-0.715	-0.132	-0.231	0.843	2.2%
CCOC(=O)c1nnn(-c2nonc2N)c1CN(CC)c1ccccc1	-0.2%	i	-4.2	-2.3	786	.	.	i	16.1%	0.8	0.9	12.9	0.0077	0.0658	0.353	-0.24	-1.0%
CCOC(=O)CNC(=O)CSc1nnc(-c2c[nH]c3ccccc23)n1CC	-2.2%	.	.	9.9	681	0.48	1046	i	11.4%	.	.	.	-1.68	-0.215	-0.183	0.955	.
COc1ccc([N+](=O)[O-])cc1N(CC(=O)NCCSc1ccccc1)S(C)(=O)=O	-10.7%	i	24.4	-22.5	685	-1.76	1397	i	-8.4%	3.1	1.5	14.2	1.97	0.0956	0.14	-0.461	-1.0%
CCCCSc1nnc(-c2c[nH]c3ccccc23)n1C	5.6%	i	-0.5	.	.	-0.96	998	i	-2.0%	1.6	5.3	2.7	0.346	-0.12	0.463	-0.245	1.6%
COc1ccc(NC(=O)c2c(F)cccc2F)cc1S(=O)(=O)Nc1ccc(Br)cc1	6.8%	i	5.0	-7.8	669	-0.08	1322	i	10.3%	2.2	3.2	13.5	1.47	0.0417	0.458	-1.09	0.7%
O=C(CCl)Nc1ccccc1C(=O)Nc1ccc2c(c1)OCO2	-1.4%	.	.	-22.3	674	0.31	1347	i	1.4%	.	.	.	0.94	-0.214	0.418	-1.06	.
CCCc1ccc(Oc2c(-c3ccc(O)c(C)c3O)n[nH]c2C)cc1	3.1%	i	-7.7	.	.	-0.22	1332	i	6.0%	4.5	2.8	8.6	-1.11	-0.118	-0.316	-0.164	0.6%
Cc1ncsc1CCOC(=O)C12CC3CC(CC(C3)C1)C2	6.6%	i	9.5	.	.	-0.13	1541	i	-1.9%	2.0	1.3	7.9	-1.09	-0.203	0.136	1.46	-0.5%
COc1ccc(OC)c(-n2c(SC)nnc2-c2c[nH]c3ccccc23)c1	13.0%	i	2.9	.	.	0.18	976	i	2.5%	3.1	3.8	9.5	-0.35	-0.2	-0.0139	0.29	-0.8%
CCn1c(SCC(=O)Nc2ccc3c(c2)OCCO3)nnc1-c1cccs1	-0.3%	i	6.0	.	.	0.08	996	i	13.2%	3.7	3.1	7.5	0.802	0.021	0.524	0.751	-1.1%
COc1ccc(OCC(O)CN2CCN(Cc3ccc4c(c3)OCO4)CC2)cc1 (centres undefined)	3.9%	i	-22.4	-10.5	600	-0.32	1262	i	-17.0%	3.0	3.2	4.9	-0.742	-0.284	-0.807	0.664	-0.2%
O=C(O)CNS(=O)(=O)c1ccc(F)cc1	-1.0%	i	2.8	19.1	758	-0.74	1203	i	-4.0%	3.1	2.8	50.0	-0.666	-0.198	-0.0452	-0.329	-0.7%
CCCC(=O)NCc1cc(-c2nn(C)c(=O)c3ccccc23)ccc1C	-1.8%	i	1.2	.	.	1.11	1741	i	6.2%	4.0	1.9	0.6	0.513	-0.267	0.188	0.29	0.3%
O=C(COc1ccc(Cl)cc1Cl)N1CCCC1	-0.1%	i	-6.2	-39.8	774	0.42	821	i	1.5%	1.5	2.4	4.5	0.263	-0.504	0.0712	0.341	0.4%
CCOc1ccccc1NC(=O)c1c(NC(=O)CCC(=O)O)sc2c1CCCCC2	4.8%	i	10.4	0.6	776	0.09	1517	i	3.2%	3.2	0.9	4.2	1.19	-0.176	0.855	-0.986	-0.9%
CC1(C)CC(CCC(=O)Nc2ccc(S(N)(=O)=O)cc2)C(=O)O1 (centres undefined)	6.0%	i	15.6	.	.	0.24	1094	i	-10.6%	1.3	1.9	4.8	0.186	0.113	0.561	-1.59	-0.3%
Cc1ccccc1N(C)S(=O)(=O)c1ccc2[nH]cc(C(=O)NCC3CCCO3)c(=O)c2c1 (centres undefined)	13.3%	i	5.3	-9.2	658	-1.2	1228	i	7.8%	3.7	1.5	5.8	0.35	-0.113	0.474	-0.444	.
Cc1cccc(CSC(Nc2ccc(F)cc2)=C(C#N)C#N)c1	2.9%	i	5.7	-45.2	578	-0.7	767	i	7.8%	2.5	1.5	14.6	-1.03	-0.246	-0.815	0.262	0.7%
Cc1ccc(NS(=O)(=O)c2ccc(NC(=O)C3CCCO3)cc2)cc1 (centres undefined)	9.4%	i	-2.3	6.4	760	.	.	i	-1.5%	4.1	1.6	3.6	0.861	-0.0281	-0.133	-0.0796	-0.4%
O=C(CSc1ncn(-c2ccccc2)n1)Nc1ccc(Br)cn1	-2.0%	i	-8.6	-22.8	757	-0.69	1274	i	7.4%	4.6	1.5	6.9	2.36	-0.0161	1.97	-2.5	0.3%
Cn1nnnc1SCC(=O)Nc1ccccc1[N+](=O)[O-]	-5.9%	i	-0.3	.	.	-0.59	1510	i	10.3%	1.5	1.5	8.9	1.28	0.0805	0.984	-1.06	2.1%
Cc1cccc2sc(N(CCN(C)C)C(=O)c3cc(Cl)sc3Cl)nc12	5.5%	i	8.7	-1.9	674	0.53	1445	i	5.7%	3.0	2.5	7.1	0.497	-0.246	0.813	-0.802	-3.7%
COC(=O)c1cn(C(=O)c2ccc(C)cc2C)c2ccccc12	-1.4%	i	-5.7	10.5	700	0.71	1009	i	-2.4%	15.4*	54.4*	31.5*	-0.681	-0.271	-0.254	0.557	-3.5%
CCOc1ccc(/C=C2\SC(N3CCc4ccccc4C3)=NC2=O)cc1	11.4%	i	-11.6	-26.3	665	1.17	1317	i	0.1%	2.8	2.5	9.1	-0.0497	-0.162	0.00263	1.11	-3.0%
CC(/C=C/c1ccccc1)=N/O	-2.7%	i	-6.9	.	.	0.47	1171	i	17.7%	2.4	3.9	6.9	-0.356	-0.229	0.0368	0.98	-0.5%
O=C(O)C1=C[C@H](c2csc3ccccc23)C[C@H](OCCCCO)O1	7.0%	i	-4.0	12.2	697	0.55	1409	i	9.3%	3.7	1.6	4.4	0.777	-0.179	0.695	-1.12	-2.0%
CC1(C)Cc2ccccc2-c2nnc(-c3cccnc3)n21	2.9%	i	4.0	.	.	0.79	1338	.	-7.0%	3.1	2.0	7.0	0.705	-0.277	1.01	-1.51	4.9%
Cc1cccc(NCCC(=O)c2ccc([N+](=O)[O-])cc2)c1C	-1.2%	i	3.8	-2.3	725	0.59	1425	i	-0.1%	4.6	3.5	10.3	0.378	-0.0828	0.477	-0.633	0.5%
CN(C)C(=N)c1n[nH]nc1SCc1ccc(Cl)c(Cl)c1	7.5%	i	26.7	-19.7	755	.	.	i	3.2%	5.0	0.8	8.1	0.0282	1.36	0.612	-0.664	1.5%
CN(C)c1ccc(/C=C2\NC(=S)N(Cc3ccccc3)C2=O)cc1	-2.9%	?	.	.	.	.	.	i	-12.7%	6.2	1.8	0.0	-1.81	2.05	-0.671	0.0391	2.1%
COc1ccc(NC(=O)CC(C)C)c(OC)c1	0.3%	i	2.5	21.1	836	0.33	861	i	2.3%	1.8	1.8	10.3	0.34	-0.296	-0.091	0.383	-0.7%
COc1ccc(/C=C/C(=O)Nc2sc3c(c2C(=O)NCc2cccnc2)CCCC3)cc1	2.1%	i	22.6	.	.	-0.18	1550	i	7.7%	1.5	1.8	4.5	0.327	-0.0223	0.187	0.1	18.5%
O=C(CN1CCN(c2ccc(O)cc2)CC1)Nc1ccc(SC(F)F)cc1	3.4%	i	9.2	29.6	513	-0.86	817	i	10.2%	2.1	2.3	2.9	-0.673	-0.159	-0.082	1.21	0.2%
CCOC(=O)c1c(NC(=O)C2CCN(S(=O)(=O)c3ccc(Cl)cc3)CC2)sc2c1CCCC2	4.3%	i	8.2	-25.2	557	-0.65	1463	i	6.5%	8.8	1.9	10.9	-0.387	-0.303	-0.263	0.863	1.7%
